Screening results as filed in PubChem BioAssay.
Rac1 GTP hydrolysis: MgcRacGAP GTPase-activating activity inhibitors, confirmation, biochemical, ADP Hunter fluorescence; AID 624330; hit rate 0.6% among 340,000; MgcRacGAP-stimulated Rac1 GTP hydrolysis, ADP Hunter fluorescence; higher % means a stronger effect; GST-tagged Rac1 F28L mutant substrate; inhibition, % at 30 µM; hits with a dose series show IC50 in µM;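 active = first-screen hits whose inhibition reached a set limit at any dose in the follow-up dose series; inconclusive = inhibition above the set first-screen limit but never retested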;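 note: fluorescence reports GDP produced by GAP-driven GTP hydrolysis; strong numbers were not always called active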
West Nile virus CPE: West Nile virus antiviral activity, cell-based, CPE readout (AID 1621); West Nile virus-infected cells, CPE inhibition; higher % means a stronger effect; CPE inhibition, % at 10 µM; hits with a dose series show IC50 in µM; hit rate 0.02% among 290,000; in the data active = a potency from the dose series; inconclusive = CPE inhibition mostly from about 3.7% at the one dose, without a potency; inactive = the rest, 99 in 100 with CPE inhibition below about 2.2%; note: strong numbers were not always called active
RSV antiviral HEp-2: inhibition of RSV-induced cytopathic effect – HEp-2 cells, primary 10 µM value included (AID 2391); hit rate 0.13% among 310,000; HEp-2 cells, RSV-induced CPE inhibition; higher % means a stronger effect; CPE inhibition, % at 10 µM, or IC50 in µM where a hit was titrated; in the data active = a potency from the dose series; inconclusive = CPE inhibition mostly from about 23% at the one dose, without a potency; inactive = the rest, 99 in 100 with CPE inhibition below about 21%; note: strong numbers were not always called active
WT yeast gro inh: growth inhibition of WT yeast, mitochondrial fusion screen; mitochondrial fusion phenotypic screen, WT strain; inhibition, % at 10 µM; hit rate 2.1% among 190,000; in the data active = inhibition above about 58%; tested in S. cerevisiae
Myeloid diff MLP: myeloid differentiation induction. calls only at 10 µM. ER-HoxA9 myeloid progenitors, lysozyme-GFP differentiation, flow cytometry. hit rate 1% among 360,000;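 active = normalized GFP-positive differentiation at or above the plate's own cutoff, the solvent-only control mean plus 3 SD; inconclusive = no clear call, values can overlap the other calls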;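 note: cells exposed to compound for four days before flow analysis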
Salmonella PhoP GFP: PhoP-dependent GFP reporter repression – Salmonella Typhimurium, primary screen (AID 1863); S. Typhimurium PhoP-regulated promoter GFP reporter, 4 h; higher % means a stronger effect; inhibition, % at 50 µM; hits with a dose series show IC50 in µM; hit rate 0.16% among 300,000;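 active = inhibition over 29.93%, a cutoff 3 SD above the screen mean, later confirmed by dose response; inconclusive = inhibition over 29.93% but no dose response follow-up; inactive = inhibition at most 29.93% or unconfirmed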;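 note: 0% = low Mg2+ inducing control and 100% = high Mg2+ repressing control; strong numbers were not always called active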
b-catenin transl: modulators of beta-catenin nuclear translocation. nuclear translocation activity, % at 5 µM. HeLa beta-catenin nuclear translocation, immunofluorescence imaging. hit rate 0.3% among 190,000;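 active = nuclear translocation activity above 50% at 5 µM, with a well cell count of 50 or more; inconclusive = wells under 50 cells across six images, flagged as toxic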;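 note: per-cell ratio of nuclear to cytoplasmic median beta-catenin stain intensity; plate controls were DMSO negative control for no effect and GSK-3 inhibitor IX positive control for full effect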
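test system = HeLa cells, endogenous beta-catenin | dosing = single 5 µM dose plus 0.02–20 µM confirmation series | times = compound treatment 24 h, 37°C, 5% CO2 | technique = beta-catenin immunofluorescence imaging with DAPI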
T cell modulator: T cell immune modulation candidate; 2C CD8+ T cell-vesicle binding, flow cytometry; hits give low values; calls only at 7 µM; hit rate 0.068% among 330,000;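 active = response, share of CD8 T cells binding vesicles, and their 90th percentile fluorescence all below set limits, cut at about 80% in these data, passing the limit was not always enough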
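System: murine 2C transgenic CD8+ T lymphocytes; also added: QL9-loaded Drosophila micro-vesicles; times: binding 1.5 h at 37 °C; measured by: flow cytometry, PE anti-B7-1 (FL2) versus Alexa647 anti-CD8 (FL8), PFA-fixed; control set: Peptide-free naked vesicles (low) and QL9 vesicles with 0.7% DMSO vehicle (high)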
SV40 large T antigen: SV40 large T antigen inhibitors, biochemical (AID 1903); SV40 large T antigen ATPase/helicase inhibition assay; higher % means a stronger effect; hit rate 0.39% among 310,000; one-dose inhibition, % at 20 µM; IC50 in µM for titrated hits; in the data active = a potency from the dose series; inconclusive = inhibition mostly from about 32% at the one dose, without a potency; inactive = the rest, 99 in 100 with inhibition below about 32%; note: strong numbers were not always called active
WT yeast gro inh mutant strain: further read-out of WT yeast gro inh, marked with its call; inhibition, %; mitochondrial fusion phenotypic screen, mutant strain inhibition
b-catenin transl cell count 5 µM: second read-out of b-catenin transl, no call of its own (marks repeat the call); cell count; measured here: cell count, cytotoxicity flag
T cell modulator vesicle-bound %: second read-out of T cell modulator, no call of its own (marks repeat the call); double positive events, %; measured here: CD8+ vesicle-bound cell fraction;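 binding gate set so that unloaded-vesicle control wells show 10% double positive cells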
Myeloid diff MLP GFP+ MAC1+ %: second read-out of Myeloid diff MLP, no call of its own (marks repeat the call); GFP+ MAC1+ double positive, %; measured here: differentiation confirmed by MAC1 staining
* = called active by the depositor; i = inactive; ? = inconclusive; nt = no result given.

Fields: Rac1 GTP hydrolysis	West Nile virus CPE	RSV antiviral HEp-2	WT yeast gro inh	WT yeast gro inh mutant strain	Myeloid diff MLP	Myeloid diff MLP GFP+ MAC1+ %	Salmonella PhoP GFP	b-catenin transl	b-catenin transl cell count 5 µM	T cell modulator	T cell modulator vesicle-bound %	SV40 large T antigen
- CCOc1cccc(-c2nnc3sc(C4CCCCC4)nn23)c1
 : 10.2%	-0.2%	6.6%	71.2*	66.0*	i	0.7	-7.0%	1.3	1159	i	45.1	14.4%
- CC(C)[C@H](NC(=O)OCc1ccccc1)C(=O)OCC(=O)Nc1ccc(N2CCOCC2)cc1
 : 3.3%	nt	-1.2%	nt	nt	i	0.8	-0.2%	nt	nt	i	42.6	17.3%
- O=C(COc1ccc(F)cc1)Nc1ccc(-n2cnnn2)cc1
 : 3.0%	0.1%	1.9%	12.6	-8.2	i	0.3	19.9%	-3.5	1165	i	26.0	9.8%
- O=C(CSc1nc(Nc2ccccc2)nc(N2CCOCC2)n1)N1CCc2ccccc21
 : 14.1%	0.2%	3.8%	-1.8	-0.7	i	0.5	6.6%	-1.4	1229	i	31.0	10.5%
- Cc1ccccc1NC(=O)c1sc2nc3c(c(-c4ccco4)c2c1N)CCCC3
 : -10.2%	1.8%	-2.5%	13.4	17.3	i	1.0	1.9%	-2.8	1285	i	44.4	19.9%
- COc1ccc(C2C3=C(CC(C)(C)CC3=O)N(CC(=O)O)C3=C2C(=O)CC(C)(C)C3)cc1OC
 : 5.4%	-0.7%	1.4%	nt	nt	i	0.8	3.5%	nt	nt	i	53.9	0.4%
- COC(=O)c1cnn(-c2ccc(F)cc2F)c1/C=N/NC(N)=S
 : 11.3%	-0.1%	12.9%	nt	nt	i	0.7	-2.6%	-0.9	1333	i	33.3	11.2%
- Cc1nn(-c2ccc(F)cc2)c(Cl)c1C(=O)OC(C)C(=O)N(C)C1CCCCC1 (stereo unspecified)
 : 1.6%	nt	1.0%	nt	nt	i	0.1	nt	nt	nt	i	27.8	nt
- O=[N+]([O-])c1ccc(N2CCN(c3ccc(Cl)nn3)CC2)c(Cl)c1
 : 12.1%	1.6%	-0.1%	3.7	-2.7	i	0.4	-18.6%	-5.0	1165	i	59.6	-5.3%
- CC(C)(C)Cc1nnc(NC(=O)c2cc(-c3ccccc3)nc3ccccc23)s1
 : 4.7%	nt	?	34.7	9.7	i	0.0	-0.5%	-4.0	1113	i	69.0	-0.6%
- O=C(Nc1nc(-c2ccncc2)cs1)C1c2ccccc2Oc2ccccc21
 : 5.0%	0.9%	8.7%	39.1	20.9	i	1.3	38.8%	-3.1	560	i	38.0	1.0%
- COc1cc(Cl)ccc1OCc1cc(C(=O)N2CCN(c3ccccn3)CC2)no1
 : -4.4%	-0.2%	?	nt	nt	i	1.5	-10.9%	nt	nt	i	15.2	22.3%
- COc1cc(NC(=O)CC(C)C)ccc1NC(=O)c1ccco1
 : 10.4%	-0.8%	-1.2%	-1.7	-12.4	i	6.5	nt	nt	nt	i	15.3	nt
- CCc1ccc(NC(=O)Nc2cnccn2)cc1
 : 5.1%	-0.7%	13.8%	nt	nt	i	1.5	-6.8%	nt	nt	i	12.7	15.4%
- Cc1ccc2nc(-c3ccccn3)oc2c1
 : 5.8%	-0.1%	-0.2%	-2.0	-3.2	i	0.6	15.4%	-1.4	979	i	40.2	4.0%
- O=C(CSc1ccccn1)Nc1ccc(N2CCOCC2)cc1
 : 9.4%	nt	3.8%	2.6	-5.0	i	0.5	0.3%	0.8	1083	i	51.6	7.9%
- O=C(c1ccccc1-c1ccccc1)N1CCCCC1
 : 1.3%	0.7%	-1.8%	-1.8	-6.1	i	0.2	-0.9%	-2.5	1061	i	53.0	16.1%
- OC(COCc1ccc2c(c1)OCO2)CN1CCCCC1 (stereo unspecified)
 : -12.6%	nt	1.4%	-2.7	2.5	i	0.4	3.2%	-0.8	1082	i	33.5	4.7%
- Cc1nn(Cc2ccc([N+](=O)[O-])cc2)c(=O)n1-c1ccccc1Cl
 : 5.4%	-0.6%	0.9%	-16.5	8.4	i	0.1	-0.1%	2.6	1078	i	19.0	10.2%
- CCOC(=O)CN(C(=O)CSc1nnc(CNc2ccc(F)cc2)n1CC)c1ccc(F)cc1
 : -0.1%	-1.2%	2.3%	25.1	8.8	i	1.6	-9.1%	-0.8	1134	i	33.9	21.2%
- CC(NC(=O)c1ccco1)c1nc(-c2ccccc2Cl)no1 (stereo unspecified)
 : -0.3%	-0.3%	1.5%	nt	nt	i	9.4	5.0%	nt	nt	i	4.1	-6.9%
- O=C(Nc1ccc(Cl)cc1)C1CCCC1
 : 5.8%	0.5%	2.5%	nt	nt	i	0.3	8.6%	nt	nt	i	39.3	2.0%
- O=C(NCCCN1CCOCC1)C(=O)N/N=C/c1ccccc1
 : 10.8%	0.2%	0.8%	-2.7	13.0	i	0.0	12.6%	-1.2	934	i	62.4	-11.7%
- Cc1ccccc1NC(=O)c1cccc(S(=O)(=O)Oc2ccc([N+](=O)[O-])cc2)c1
 : 1.4%	-0.4%	4.0%	29.6	37.7	i	2.0	8.5%	2.9	1362	i	66.6	5.9%
- COC(=O)CC(=O)CSc1nc(C)cc(C)c1C#N
 : 5.3%	1.3%	-0.1%	6.6	-4.9	i	0.5	14.3%	-3.2	1186	i	21.5	2.0%
- COc1ccc(C)cc1N1CC(C(=O)Nc2ccccc2C(=O)NC2CC2)CC1=O (stereo unspecified)
 : -1.1%	nt	1.9%	nt	nt	i	0.4	nt	nt	nt	i	56.5	nt
- O=C(c1ccc(NC(=S)Nc2ccc(Cl)c(Cl)c2)cc1)N1CCCC1
 : 8.6%	-0.2%	13.0%	80.5*	73.0*	i	0.3	12.7%	0.0	1119	i	34.2	-0.4%
- COc1cccc(CN(C(=O)COc2ccc(Cl)cc2)C2CCS(=O)(=O)C2)c1 (stereo unspecified)
 : 3.6%	-0.1%	2.4%	nt	nt	?	nt	-0.5%	nt	nt	i	13.6	12.1%
- OC(c1ccc(OCc2ccccc2)cc1)c1nnc(-c2ccccc2)o1 (stereo unspecified)
 : 11.9%	nt	-0.5%	4.6	9.5	i	0.8	22.1%	0.5	1103	i	56.2	6.8%
- OCC[C@@H]1C[C@@H](O)[C@H](O)[C@]2(CCCCO2)O1
 : 8.9%	0.0%	0.3%	-0.2	-18.5	i	0.9	3.2%	nt	nt	nt	nt	12.2%

The results go on.
Fields: Rac1 GTP hydrolysis	West Nile virus CPE	RSV antiviral HEp-2	WT yeast gro inh	WT yeast gro inh mutant strain	Myeloid diff MLP	Myeloid diff MLP GFP+ MAC1+ %	Salmonella PhoP GFP	b-catenin transl	b-catenin transl cell count 5 µM	T cell modulator	T cell modulator vesicle-bound %	SV40 large T antigen
- OC1(c2ccc(Cl)c(Cl)c2)C[n+]2ccccc2N1Cc1ccccc1 (stereo unspecified)
 : -10.1%	1.1%	2.5%	nt	nt	i	1.5	16.9%	0.3	1213	i	34.3	28.4%
- COc1cc(S(=O)(=O)NCCN2CCOCC2)c(OC)cc1Cl
 : 6.3%	-0.6%	0.3%	-3.1	7.3	i	1.6	-3.0%	nt	nt	i	52.5	4.9%
- COc1ccc(C2(C(=O)NCc3ccco3)CCCC2)cc1OC
 : 2.2%	-0.7%	13.5%	18.5	3.0	i	0.5	-2.4%	-2.2	1352	i	2.5	23.9%
- CCOC(=O)C1=C(c2ccccc2)OC(N)=C(C#N)C1c1ccco1 (stereo unspecified)
 : -1.9%	0.4%	0.2%	-0.8	-7.1	i	7.8	12.9%	-6.5	937	i	23.6	8.1%
- CCOC(=O)C(=O)NC12CC3CC(CC(C3)C1)C2
 : 9.6%	-0.1%	3.5%	-1.1	-18.3	i	0.7	3.7%	-2.8	594	i	20.3	-5.5%
- CCCNS(=O)(=O)c1ccc(N2CCCC2=O)c([N+](=O)[O-])c1
 : 10.2%	0.1%	1.0%	1.4	-10.8	i	0.4	-4.8%	0.3	1120	i	56.5	-21.2%
- CCOC(=O)/C=C/[C@H]1CCc2cccc(C)c2O1
 : 7.7%	nt	-0.3%	nt	nt	i	0.3	nt	nt	nt	i	35.3	nt
- Cc1ccc(NC(=O)CSc2nnc(Cc3ccccc3)o2)c(C)c1
 : 10.8%	-0.1%	0.4%	-6.5	0.8	i	0.3	2.0%	-2.3	1107	i	58.1	-13.7%
- COc1ccccc1NS(=O)(=O)c1ccc(C)c(NC(=O)c2c(C)noc2C)c1
 : 2.2%	nt	0.4%	nt	nt	i	0.2	nt	nt	nt	i	37.1	nt
- CC1CCc2nc3ccc(S(=O)(=O)N4CCC(C(=O)NC(C)c5ccccc5)CC4)cc3c(C(=O)O)c2C1 (stereo unspecified)
 : 8.8%	0.2%	1.1%	nt	nt	i	0.3	-8.1%	nt	nt	i	11.6	12.1%
- COc1cc(C(=O)OCc2cc3ccccc3[nH]c2=O)cc(OC)c1OC
 : 5.3%	0.8%	1.6%	-6.7	-14.7	i	0.7	-15.0%	2.7	1084	i	17.0	6.3%
- CC(=O)Nc1cccc(OCC(=O)NS(=O)(=O)c2ccc(C)cc2)c1
 : 1.1%	2.3%	-0.3%	-2.1	-3.3	i	1.3	-5.3%	nt	nt	i	51.0	1.1%
- O=C(NCCN=C1NS(=O)(=O)c2ccccc21)c1ccco1
 : 9.7%	-0.5%	0.0%	9.0	8.3	i	4.2	17.2%	nt	nt	i	41.9	1.9%
